# Screens (PubChem BioAssay)
# M1 ag parental: M1 agonist counterscreen hit in parental CHO-K1 cells; Fluo-8 calcium fluorescence; scaled to maximal ATP response, vehicle zero; activation, % at 3 µM; actives 0.48% (n = 360,000); AID 602248; in the data active = activation above about 15%;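 note: untransfected CHO-K1 host cells lacking M1 receptor as counterscreen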
# OXTR potentiate: human OXTR potentiation; P30559; CHO-OTR cells, Fluo-8 calcium fluorescence, potentiator mode; 0% = oxytocin EC15, 100% = EC100; activation, % at 3 µM; actives 0.061% (n = 320,000);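 active = activation above that plate's cutoff, the mean activation of tested compounds plus 3 SD, cut at about 6.6% in these data, passing the limit was not always enough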;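 note: 100% uses oxytocin at 75 nM as the full agonist control; some results filed as inactive read as strong as hits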
# Target sequence (P30559 whole entry, looked up): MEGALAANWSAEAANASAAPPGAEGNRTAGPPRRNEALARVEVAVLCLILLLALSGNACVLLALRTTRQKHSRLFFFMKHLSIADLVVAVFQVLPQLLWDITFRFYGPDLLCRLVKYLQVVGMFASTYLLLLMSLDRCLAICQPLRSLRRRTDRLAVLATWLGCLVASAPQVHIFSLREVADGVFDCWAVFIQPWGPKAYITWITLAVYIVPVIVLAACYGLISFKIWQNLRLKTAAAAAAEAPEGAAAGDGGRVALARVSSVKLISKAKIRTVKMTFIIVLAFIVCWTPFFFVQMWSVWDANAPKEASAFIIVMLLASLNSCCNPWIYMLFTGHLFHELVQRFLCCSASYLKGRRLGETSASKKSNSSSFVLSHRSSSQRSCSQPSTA
#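 test system = CHO-OTR cells, human receptor | compound = single-point 3.0 µM | schedule = 6 min compound pre-incubation at room temperature, 100 s kinetic read | signal = Fluo-8 no-wash calcium dye fluorescence, excitation 470-495 nm, emission 515-575 nm | repeats = single well per compound, singlicate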
# GPR7 antag: antagonists of human GPR7 (neuropeptides B/W receptor 1). actives 1.1% (n = 290,000). GPR7-expressing cells, fluorescence antagonist assay. inhibition, % at 4.4 µM; in the data active = inhibition above about 16%, passing the limit was not always enough;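 note: cells stimulated with the agonist NPW; 0% = agonist with vehicle and 100% = vehicle without agonist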
# M1 PAM parental: counter-screen for M1 PAMs: effect in parental CHO-K1 cells | ATP EC20, Fluo-8 calcium fluorescence; 0% at ATP EC20, 100% at ATP max | activation, % at 3 µM | actives 0.02% (n = 360,000);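 active = activation above the run cutoff, the mean activation of all test compounds plus 3 SD, cut at about 40% in these data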;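 note: peak over basal fluorescence ratio in a 140 s read after ATP addition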
# OXTR agonist: human OXTR agonism; P30559; CHO-OTR cells, Fluo-8 calcium fluorescence; normalized: DMSO 0%, oxytocin 100%; AID 2435; actives 0.32% (n = 320,000); activation, % at 3 µM;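 active = activation above the mean of all tested compounds plus 3 SD, cutoff set per screening run, cut at about 20% in these data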;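 note: peak over basal fluorescence ratio from a 100 s FLIPR kinetic read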
# CHO-K1 Ca antag: counter-screen for M1 antagonists: effect in parental CHO-K1 cells. ATP-induced calcium, Fluo-8 fluorescence. inhibition, % at 3 µM. AID 602250. actives 0.6% (n = 360,000);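 active = inhibition above a per-plate cutoff, the plate's mean sample inhibition plus 3 SD, cut at about 24% in these data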;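 note: 0% = DMSO plus EC80 ATP and 100% = DMSO alone without ATP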
# V1aR counter: counter-screen for oxytocin receptor agonists: human V1a receptor agonists; P37288; CHO-V1R cells, Fluo-8 calcium fluorescence, agonist mode; 0% DMSO, 100% 3 nM vasopressin; activation, % at 3 µM; actives 0.25% (n = 320,000); AID 2797;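 active = activation above the mean activation of all tested compounds plus 3 SD, per screening run, cut at about 20% in these data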;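 note: signal is peak over basal fluorescence ratio across a 100 second FLIPR read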
# Target sequence (P37288 whole entry, looked up): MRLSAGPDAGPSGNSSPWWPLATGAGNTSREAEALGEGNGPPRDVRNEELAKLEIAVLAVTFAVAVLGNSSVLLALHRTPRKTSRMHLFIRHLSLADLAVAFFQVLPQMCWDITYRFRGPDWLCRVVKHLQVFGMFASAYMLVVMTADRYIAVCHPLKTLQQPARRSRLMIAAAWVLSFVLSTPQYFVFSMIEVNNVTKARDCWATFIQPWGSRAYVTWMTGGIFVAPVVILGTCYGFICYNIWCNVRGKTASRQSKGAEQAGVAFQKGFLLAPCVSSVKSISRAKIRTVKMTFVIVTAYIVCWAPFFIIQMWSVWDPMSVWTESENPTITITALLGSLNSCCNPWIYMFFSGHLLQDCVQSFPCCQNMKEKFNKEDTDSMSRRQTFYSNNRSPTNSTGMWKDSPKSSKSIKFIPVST
# TAAR1 antagonist: antagonists of human TAAR1; CHO RD-HGA16 TAAR1, Fluo-8 calcium fluorescence, antagonist; inhibition, % at 3 µM; actives 1.5% (n = 360,000); AID 624466;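 active = inhibition above a per-plate cutoff, the mean inhibition of test compounds on that plate plus 3 SD, cut at about 49% in these data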;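 note: 0% = DMSO plus EC80 beta-PEA response and 100% = DMSO alone without agonist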
#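 Test system – hTAAR1-expressing CHO RD-HGA16 cells, Gα16-coupled · Also added – β-PEA at EC80 concentration, post-compound challenge · Compound – 3 µM, single point · Incubation – dye loading 75 min at 37 °C, then 30 min room temperature · Measured by – Fluo-8 intracellular calcium dye fluorescence, real-time kinetic reads · Benchmarks – vehicle and agonist controls · Replicates – singlicate, one well per test compound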
# CHO parental Ca: counter-screen: ATP calcium response change in parental CHO cells | AID 463079 | inhibition, % at 5.6 µM | parental CHO-K1, ATP-induced calcium, Fluo-8 fluorescence | actives 0.63% (n = 330,000);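 active = inhibition above that plate's mean sample inhibition plus 3 SD, cut at about 26% in these data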;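 note: 0% = ATP-challenged DMSO wells and 100% = DMSO wells without ATP; some compounds past the cut are filed as inactive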
#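 Measured by: calcium-sensitive Fluo-8 fluorescence / Test system: CHO parental line / Controls: ATP-challenged DMSO wells low, unchallenged DMSO wells high / Measure: % inhibition / Compound: single nominal dose of 5.6 µM per compound / Replicates: single well per compound, no replicates / Reagent: ATP as calcium-mobilizing challenge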
# * hit, by the source's call; x = not tested or not shown; & = joins results of further samples. Rows are unselected; about 3.5% have a hit in one of these screens.
SMILES,M1 ag parental,OXTR potentiate,GPR7 antag,M1 PAM parental,OXTR agonist,CHO-K1 Ca antag,V1aR counter,TAAR1 antagonist,CHO parental Ca
O=C(CSc1nnc(Cn2c(=O)sc3ccccc32)n1CCc1ccccc1)N1CCOCC1,0.0,-1,-4,3,0.5,-11,0.7,-8,-15
O=C(Nc1ccc(F)cc1)c1ccc(=O)[nH]n1,1.0,-1,-5,7,1.5,-11,1.4,-19,-7
Cc1ccc(C(C(=O)NC2CCCCC2)N(CCC(C)C)C(=O)CNC(=O)c2ccco2)o1 (stereo unspecified),0.5,-15,-6,17,-1.6,-7,1.1,-1,-46
Cc1cc(/C=N/Nc2ccc([N+](=O)[O-])cn2)c(C)n1-c1ccc(C(=O)O)cc1,3.1,-11,10,11,1.4,-2,1.4,-6,0
N#CC(C#N)=C1CCCc2sccc21,0.5,x,x,6,x,-2,x,0,x
CCCn1c(/N=C/c2cc(OC)ccc2O)nc2ccccc21,0.7,-3,-11,17,0.3,0,1.3,-6,-11
Cc1ccc(-n2c(-c3cc(-c4ccco4)[nH]n3)n[nH]c2=S)c(Br)c1,1.0,-2,-10,21,0.1,-4,-0.1,-18,-18
Cc1cc(C)cc(N(CC(=O)N2CCN(c3ccccc3)CC2)S(=O)(=O)c2c(C)noc2C)c1,0.0,-3,4,9,-1.8,-1,-0.5,-15,-1
COCCNC(=O)C1(C)CCCN(C(=O)c2ccc(C(F)(F)F)cc2)C1 (stereo unspecified),1.4,x,x,14,x,-7,x,7,x
COC(=O)C1CCN(CC(=O)Nc2cc(Cl)ccc2OC)CC1,x,-9,-3,x,-0.5,x,-0.7,x,-18
C=C(C)Cn1c(CCNC(=O)C(C)C)nc2ccccc21,-0.1,-9,-9,-5,-1.2,0,0.6,4,-7
O=C(NCCc1ccccc1F)C1CC(=O)N(c2cccc(C(F)(F)F)c2)C1 (stereo unspecified),0.2,x,x,-6,x,0,x,-14,x
COc1ccccc1Nc1ccc(S(=O)(=O)N2CCCCC2)cc1[N+](=O)[O-],0.6,-2,-4,13,-2.2,-9,-0.8,-8,-29
O=C(COc1ccc(Cl)cc1)N1CCN(Cc2ccc3c(c2)OCO3)CC1,5.2&4.8,-17&-14,9,12&-11,5.2&7.7,-8&-9,7.1&8.5,0&-7,-6&4
COc1cc2nc(CN3CCN(S(=O)(=O)c4ccc(C)c(C)c4)CC3)[nH]c(=O)c2cc1OC,-0.2,-16,2,7,-1.4,6,0.6,-3,-10
O=C1CC(c2ccc(S(=O)(=O)N3CCN(c4ccccc4)CC3)cc2)CN1 (stereo unspecified),0.6,-3,-9,12,0.4,-10,1.0,-24,1
COc1ccc(C(=O)NCCCCCC(=O)O)cc1OC,0.2,-14,2,9,0.5,-11,1.4,-2,-2
COc1ccc(CCNC(=O)c2oc3ccc(OC)cc3c2C)cc1,0.3,-1,-8,23,-0.9,-7,-0.7,0,-23
CN(CC(=O)Nc1cc(S(=O)(=O)N2CCCC2)ccc1Cl)Cc1ccc2c(c1)OCO2,1.2,-7,x,10,-0.2,-17,1.1,-16,-8
O=C(CCC(=O)N1CCN(Cc2ccccc2)CC1)Nc1nnc(C2CCCCC2)s1,1.3,-4,-6,1,2.6,-3,4.6,12,-8
CN(Cc1nc(-c2cccs2)no1)CC1(N2CCOCC2)CCCCC1,0.3,-5,-6,0,-2.1,-12,-0.1,-21,-11
CCOC(=O)C(Sc1cc(C)nc(N)n1)C(C)=O (stereo unspecified),0.0,-7,-8,19,0.1,-10,-0.6,6,-7
NC(=O)c1cccc(-c2cccc3nccn23)c1,-0.4,x,x,-5,x,14,x,-16,x
CCN1C(=O)[C@H]2[C@@H](c3ccc(-c4ccc(OC)cc4)cc3)N[C@@](Cc3ccccc3)(C(=O)OC)[C@H]2C1=O,0.6,-9,x,8,-0.1,-8,0.5,15,-15
O=c1oc2ccccc2c(NC2CCCCC2)c1NS(=O)(=O)c1ccc(F)cc1,0.5,-3,-16,4,-0.4,-12,-0.7,-21,-27

# Further compounds:
SMILES,M1 ag parental,OXTR potentiate,GPR7 antag,M1 PAM parental,OXTR agonist,CHO-K1 Ca antag,V1aR counter,TAAR1 antagonist,CHO parental Ca
CN1CCN(C(=O)c2cnn3c(C(F)F)cc(C4CC4)nc23)CC1,0.5,-8,-8,-7,0.3,9,0.1,-3,-15
CC(=O)N1CCN=C1SCc1ccc(Cl)cc1,-0.2,-2,2,-8,1.2,12,1.6,-13,-7
C=C1Cn2c(nnc2-c2ccc(Cl)cc2)S1,-0.3,-1,-9,1,-1.9,2,-1.0,-7,-11
O=C(COC(=O)c1cccs1)Nc1ccc(F)c(F)c1,0.3,3,x,-18,0.2,-5,-0.1,15,-5
Cc1noc(-c2ccccc2)c1NC(=O)Nc1ccc(Cl)cc1,15*,-12,-7,6,4.7,2,8.3,-15,-1
C[C@@H]1CN([C@H](C)CO)C(=O)Cc2cc(NC(=O)CCC(F)(F)F)ccc2O[C@@H]1CN(C)S(=O)(=O)c1ccccc1,0.2,x,x,12,x,-12,x,1,x
O=C(Cn1cc(C(F)(F)F)cc(Cl)c1=O)NCC1COc2ccccc2O1 (stereo unspecified),0.8,2,x,10,0.0,-15,0.2,1,-13
CC(C)(C)c1ccc(OCc2nc(-c3ccccn3)no2)c(Br)c1,0.4,-9,-7,17,-1.5,-9,0.3,25,-17
COc1cc(F)c(C2=CC(=O)C[C@H](c3ccc4c(c3)OCO4)C2)cc1F,0.4,-3,x,11,0.7,-10,-0.2,7,-1
CC(=O)Nc1ccc(-c2csc(Nc3ccc(S(N)(=O)=O)cc3)n2)cc1,0.9,-10,-3,5,0.1,-13,-0.3,-10,2
CCOc1nc(C)ccc1-c1noc(C)n1,0.0,0,-3,-8,0.7,-8,-0.2,5,-9
O=C(Nc1ccccn1)C1(c2ccccc2)CCCC1,0.1,-1,14,-6,-1.4,-18,2.3,-2,-15
O=C(CN(Cc1ccccc1)S(=O)(=O)c1ccc(F)cc1)NCc1cccnc1,1.6,-6,-14,-19,-0.5,6,1.9,-8,-15
C#CCNC(=O)c1cc2c(Br)ccc(Br)c2nc1N,0.6,x,x,12,x,-24,x,-15,x
COCCNC(=O)c1cc2c(c(-c3cccc(-c4cc5ccccc5o4)c3)n1)[C@@H](CCO)N(S(=O)C(C)(C)C)C2 (stereo partly specified),2.9,x,x,17,x,-15,x,4,x
CCOC(=O)c1cnn(-c2nc(-c3ccc(F)cc3)cs2)c1C(F)(F)F,0.7,-17,-1,10,-0.1,-4,1.8,6,-33
O=c1c2c3c(sc2nc(NCCOCCO)n1Cc1ccco1)CCCCC3,0.9,-7,-11,14,2.9,1,2.6,-1,-6
O=C(c1ccco1)N1CCN(Cc2nc3ccc([N+](=O)[O-])cc3c(=O)n2-c2ccccc2F)CC1,5.0,-8,1,-7,0.0,28*,3.9,69*,-10
CCCc1cc(=O)n2[nH]c(C)cc2n1,0.7,-3,-15,11,0.8,-11,0.0,-7,3
O=C(C[n+]1ccc2ccccc2c1)c1cccc2ccccc12,0.6,-3,-10,4,-0.7,3,0.4,-5,-21
COc1ccc(N(CC(=O)Nc2cccc3ccccc23)S(C)(=O)=O)cc1,0.4,-4,6,12,0.4,-6,1.1,-4,-8
O=C1Nc2c(c(=O)[nH]c(=O)n2-c2ccccc2)C1(Nc1ncccn1)C(F)(F)F (stereo unspecified),0.6,-18,-6,23,0.2,-15,-0.3,11,-11
COc1ccccc1CNc1ncnc2c1nnn2Cc1ccccc1,0.6,-11,12,21,0.2,-17,3.5,-12,5
CCOC(=O)C1=C(COC(=O)/C=C/c2ccc(O)c(OC)c2)NC(=O)NC1C (stereo unspecified),5.3,-6,x,-9,2.3,-10,4.6,62*,-14
Cc1cc(C(C)(C)C)ccc1Oc1cccc2c1S(=O)(=O)N(C1CCCC1)CC(COCc1ccccc1)O2 (stereo unspecified),0.6,x,x,9,x,-5,x,-22,x

# 8 structures from above, sorted by number of heavy atoms, smallest number first.
SMILES,M1 ag parental,OXTR potentiate,GPR7 antag,M1 PAM parental,OXTR agonist,CHO-K1 Ca antag,V1aR counter,TAAR1 antagonist,CHO parental Ca
CCCc1cc(=O)n2[nH]c(C)cc2n1,0.7,-3,-15,11,0.8,-11,0.0,-7,3
CCOc1nc(C)ccc1-c1noc(C)n1,0.0,0,-3,-8,0.7,-8,-0.2,5,-9
CC(=O)N1CCN=C1SCc1ccc(Cl)cc1,-0.2,-2,2,-8,1.2,12,1.6,-13,-7
C#CCNC(=O)c1cc2c(Br)ccc(Br)c2nc1N,0.6,x,x,12,x,-24,x,-15,x
CCOC(=O)c1cnn(-c2nc(-c3ccc(F)cc3)cs2)c1C(F)(F)F,0.7,-17,-1,10,-0.1,-4,1.8,6,-33
COc1ccc(N(CC(=O)Nc2cccc3ccccc23)S(C)(=O)=O)cc1,0.4,-4,6,12,0.4,-6,1.1,-4,-8
O=C(c1ccco1)N1CCN(Cc2nc3ccc([N+](=O)[O-])cc3c(=O)n2-c2ccccc2F)CC1,5.0,-8,1,-7,0.0,28*,3.9,69*,-10
COCCNC(=O)c1cc2c(c(-c3cccc(-c4cc5ccccc5o4)c3)n1)[C@@H](CCO)N(S(=O)C(C)(C)C)C2 (stereo partly specified),2.9,x,x,17,x,-15,x,4,x

# Additional entries follow:
SMILES,M1 ag parental,OXTR potentiate,GPR7 antag,M1 PAM parental,OXTR agonist,CHO-K1 Ca antag,V1aR counter,TAAR1 antagonist,CHO parental Ca
COc1ccc(N(C)S(=O)(=O)c2ccc(Cl)c(C(=O)NNC(=O)c3ccccc3O)c2)cc1,3.8,x,x,-1,x,4,x,16,x
Cc1sc(Nc2ccc([N+](=O)[O-])cc2)nc1-c1c(C)n(C)n(-c2ccccc2)c1=O,0.0,-14,-5,11,-1.6,-8,-0.6,6,-9
Cc1coc2cc3oc(=O)c4c(c3cc12)CCCC4,2.3,-12,5,0,-0.1,-9,5.9,-3,-27
Cc1ccc(N2CC(C(=O)Nc3ccc(N4CCOCC4)cc3)CC2=O)cc1C (stereo unspecified),-0.1,-2,21,2,0.3,-17,0.2,-6,10
COc1ccc(-c2nc(CS(=O)CC(=O)NCCCN3CCCC3)c(C)o2)cc1OC (stereo unspecified),0.8,-8,-5,8,-0.5,-3,-0.6,-7,-3
Cc1ccc(C)c(NC(=O)CN(C)C(=O)c2ccccc2OCc2ccccc2Cl)c1,3.6,-12,x,5,-1.7,-11,-0.8,5,-25
COc1cccc(C(=O)NCCC(=O)NCc2cc(=O)n(C)c(=O)n2C)c1,0.8,-5,-14,7,0.9,-2,0.3,0,-5

# Limited to M1 PAM parental and OXTR agonist, for some of the entries so far:
canonical_smiles | M1 PAM parental | OXTR agonist
COc1ccc(N(C)S(=O)(=O)c2ccc(Cl)c(C(=O)NNC(=O)c3ccccc3O)c2)cc1 | -1 | x
Cc1sc(Nc2ccc([N+](=O)[O-])cc2)nc1-c1c(C)n(C)n(-c2ccccc2)c1=O | 11 | -1.6
